# Anthrax LF inh2: blocks Bacillus anthracis lethal factor protease. P15917. multiplex microsphere protease cleavage assay, LF. inhibition, % at 10 µM. hit rate 0.12% among 360,000; also: plate controls were buffer without enzyme for full effect and enzyme alone for no effect
# SARS 3CLpro inh: SARS-CoV 3CLpro protease inhibition. hit rate 0.14% among 290,000. recombinant SARS-CoV 3CLpro, quenched FRET peptide cleavage. inhibition, % at 6 µM. P0C6X7. AID 1706; in the data active = inhibition above about 12%
# VHR inh abs: blocks human VHR1 dual specificity phosphatase | P51452 | recombinant VHR phosphatase, pNPP absorbance | inhibition, % at 13.3 µM | hit rate 0.52% among 290,000 | AID 1654; in the data active = inhibition above about 50%; also: some compounds called inactive have numbers as strong as hits
# Target sequence (P51452 whole entry, looked up): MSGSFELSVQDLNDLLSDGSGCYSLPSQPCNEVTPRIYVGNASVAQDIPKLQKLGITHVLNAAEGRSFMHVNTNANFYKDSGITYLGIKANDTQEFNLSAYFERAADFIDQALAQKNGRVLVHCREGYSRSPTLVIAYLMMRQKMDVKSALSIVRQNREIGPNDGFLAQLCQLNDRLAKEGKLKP
# SSB-PriA inh: blocks PriA binding to SSB C-terminal tail; AID 1272365; hit rate 0.6% among 430,000; inhibition, % at 33 µM; AlphaScreen SSBct-PriA binding, biotinylated peptide; in the data active = inhibition mostly above about 37%, no sharp cut-off; inactive = mostly below about 20%;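 also: plate controls were negative control peptide for no effect and reference peptide for full effect; strong numbers were not always called active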
# Rv3671c inh: inhibitors of M. tuberculosis serine protease Rv3671c; P9WHR9; inhibition, % at 5.96 µM; hit rate 0.048% among 320,000; AID 2606; in the data active = inhibition above about 38%;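 also: extracellular domain of Rv3671c used as enzyme; 0% = enzyme with DMSO and 100% = no enzyme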
# Target sequence (P9WHR9 whole entry, looked up, the tested form may be a part): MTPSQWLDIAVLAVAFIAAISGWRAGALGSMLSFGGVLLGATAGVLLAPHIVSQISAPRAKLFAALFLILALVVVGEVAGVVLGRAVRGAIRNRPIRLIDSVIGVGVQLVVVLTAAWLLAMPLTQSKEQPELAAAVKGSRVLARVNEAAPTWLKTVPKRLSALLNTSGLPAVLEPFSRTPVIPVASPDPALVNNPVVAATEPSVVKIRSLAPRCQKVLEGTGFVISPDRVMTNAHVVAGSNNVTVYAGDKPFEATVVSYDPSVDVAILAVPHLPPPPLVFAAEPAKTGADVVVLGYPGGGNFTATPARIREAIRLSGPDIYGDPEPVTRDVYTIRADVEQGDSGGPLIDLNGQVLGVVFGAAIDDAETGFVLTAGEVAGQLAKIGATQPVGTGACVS
# BoNT-F LC inh: BoNT F light chain protease inhibition; Multiplex microsphere protease cleavage assay, flow cytometry; inhibition, % at 10 µM; hit rate 0.22% among 360,000; AID 588497; in the data active = inhibition above about 35%, passing the limit was not always enough; inconclusive = no clear call, values can overlap the other calls; also: plate controls were buffer without enzyme for full effect and enzyme alone for no effect
# CCHF vOTU inh: blocks the CCHF virus ovarian tumor domain protease. CCHFV vOTU protease, Pep-AMC fluorescence. inhibition, % at 11.5 µM. hit rate 0.55% among 370,000. AID 651958; in the data active = inhibition above about 30%; also: 0% = vehicle wells with enzyme and 100% = no enzyme wells
# PrPC TRFRET: reduces human prion protein on the cell surface. inhibition, % at 13.8 µM. P04156. AID 720596. cell surface PrPC, TR-FRET read-out. hit rate 0.43% among 370,000; in the data active = inhibition above about 24%; also: 0% = median of the test wells and 100% = reference compound wells
# BoNT A protease: BoNT A light chain protease inhibition; inhibition, % at 10 µM; hit rate 0.17% among 360,000; multiplex microsphere protease substrate cleavage, flow cytometry; also: plate controls were buffer without enzyme for full effect and enzyme alone for no effect
# MazEF act: MazEF (E. coli) toxin RNase activation; hit rate 0.32% among 350,000; FAM/BHQ RNA-DNA oligo cleavage fluorescence, 5 h; AID 504720; activation, % at 20 µM; P0AE70; in the data active = activation above about 50%
# Target sequence (P0AE70 whole entry, looked up): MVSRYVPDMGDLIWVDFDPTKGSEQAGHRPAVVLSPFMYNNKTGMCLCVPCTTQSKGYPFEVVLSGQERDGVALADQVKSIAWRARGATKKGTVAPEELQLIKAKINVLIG
# * marks the source's active call; other numbers are inactive results; ? = inconclusive; nt = not tested or not shown. Rule as the data show it, unless noted: active = inhibition above about 30%; inconclusive = no clear call, values can overlap the other calls; inactive = below that.
SMILES,Anthrax LF inh2,SARS 3CLpro inh,VHR inh abs,SSB-PriA inh,Rv3671c inh,BoNT-F LC inh,CCHF vOTU inh,PrPC TRFRET,BoNT A protease,MazEF act
Nc1c(C(=O)c2ccc(Cl)cc2)oc2ccccc12,-3,1,-4,2,10,-7,-9,0,-0.9,2
CC(C)Oc1ccc(C(=O)NCC(=O)Nc2ccc3c(c2)CCC3)cc1,-4,nt,nt,1,4,-14,23,2,-5.4,-3
O=S(=O)(c1cccc(-c2nnc(SCc3ccc(Cl)cc3)o2)c1)N1CCCCC1,0,1,-17,-23,-12,-11,-3,5,-0.7,-1
COc1cccc(-c2csc(NC(C)=O)n2)c1,-8,2,-8,-5,-1,-2,8,13,-0.6,-5
CN(CC(=O)Nc1cccc(S(=O)(=O)N2CCCCC2)c1)Cc1ccc(F)cc1,-2,nt,nt,3,-8,0,11,10,0.0,5
O=C(NCCCN1CCN(C2CCCCC2)CC1)Nc1ccccc1C(F)(F)F,-2,2,22,1,2,0,nt,nt,0.0,1
O=S1(=O)N[C@H](Cc2ccccc2)COc2cc(N3CCN(Cc4ccccc4F)CC3)ccc21,-4,nt,nt,nt,nt,-8,2,1,0.3,nt
O=C(CCc1ccccc1)N1CCN(S(=O)(=O)c2cccs2)CC1,-3,2,6,-3,6,1,-3,8,2.8,0
COC(=O)C1=C(C)N(CCc2ccccc2)C(=O)/C1=C\c1ccco1,-5,-1,0,49,-1,-4,-22,-7,-1.4,-4
CC1(C)CC(=O)CC2(C1)NCC(c1ccccc1Cl)c1c2[nH]c2ccccc12 (configuration not stated),0,4,19,13,6,-1,19,-7,-0.5,1
CC(C)N(C(=O)[C@H]1C[C@H](CC(=O)NC(C)(C)C)C(=O)N2CCc3c([nH]c4ccc(Cl)cc34)[C@]12C)C(C)C,1,nt,nt,13,nt,0,21,16,-0.2,3
COc1ccccc1CNC(=O)c1cc(-c2ccccc2)nn1Cc1cc(C)no1,-5,nt,nt,-10,-16,4,-49,5,0.1,4
CCCCC1CCC(c2nc(-c3ccccn3)no2)CC1 (configuration not stated),-4,-1,11,-32,2,-3,2,11,-0.7,-3
CCc1ccc(N(C(=O)c2csnn2)C(C(=O)NC(C)(C)C)c2cccnc2)cc1 (configuration not stated),-3,1,9,-11,-1,9,-1,9,1.6,0
CCOc1ccc(C(=O)C(C)OC(=O)CN2C(=O)NC(C)(C)C2=O)cc1 (configuration not stated),-2,nt,nt,-4,-2,-4,-12,-3,0.3,2
CN(C)S(=O)(=O)N1CCC(C(=O)O)(c2ccccc2)CC1,0,-3,21,4,6,1,-11,4,0.1,3
COc1ccc2c3c1OC1C(O)C=CC4[C@@H](C2)N(C)CC[C@]314 (some centres not stated),-7,nt,nt,0,-1,-1,-2,-7,-0.5,0
O=C(NNC(=O)c1ccccc1C(F)(F)F)c1csc(N2CCOCC2)n1,0,-2,-3,1,3,4,7,6,-0.8,5
CCO[C@@H]1OC(C(=O)N2CCN(C)CC2)=C[C@H](C2CCCCC2)[C@H]1CCCO,4,-3,26,-4,3,0,3,3,0.3,-4
COc1ccc(CN2CC(C(=O)NCCCN3CCCCC3)CC2=O)cc1 (configuration not stated),1,0,43,-25,2,6,26,4,2.2,-2
Cc1cccc(NC(=O)CNC(=O)Cn2cc(C(F)(F)F)cc(Cl)c2=O)c1C,-1,nt,nt,-3,nt,-10,6,2,0.3,-13
Cc1csc(C(=O)O)c1NC(=O)c1cccc([N+](=O)[O-])c1,1,1,18,-11,3,4,4,-4,-0.5,2
CC(C)CNC(=O)CSc1nc2scc(-c3ccccc3)c2c(=O)[nH]1,0,-9,2,-2,-6,6,12,7,1.3,-7
CC(=O)c1cnc(Nc2ccc(C)cc2)s1,-4,-1,2,-11,-3,-3,17,-6,-0.5,-14
O=C(c1cccc(Cl)c1)N1CCCC(C(=O)N2CCN(c3ccccc3)CC2)C1 (configuration not stated),-2,2,14,-4,1,-4,-7,6,-1.8,0
# Next structures:
SMILES,Anthrax LF inh2,SARS 3CLpro inh,VHR inh abs,SSB-PriA inh,Rv3671c inh,BoNT-F LC inh,CCHF vOTU inh,PrPC TRFRET,BoNT A protease,MazEF act
CCC1(C(=O)OC)NC(c2ccco2)C2C(=O)N(c3ccc(C)cc3)C(=O)C21 (configuration not stated),-9,-4,25,6,-4,-13,-7,1,-1.9,-3
CC(C)(C)c1ccc2cccc(F)c2n1,-5,nt,nt,nt,nt,-1,-5,8,0.6,nt
COc1cccc(NC(=O)c2ccc3c(SCC(=O)O)c4c(nc3c2)CCCC4)c1,-2,-2,-11,-9,-86,1,-8,-3,0.7,0
Cc1ccc(OCC(=O)NCCc2nc3ccccc3[nH]2)c(C)c1,-5,4,38,-8,1,-1,-10,0,-0.9,-18
N#CC1=C(N)Oc2n[nH]c(-c3ccc(F)cc3)c2C1c1cccnc1 (configuration not stated),-1,-2,17,1,nt,-7,7,3,0.2,3
C=CCN(C(=O)Nc1ccc(OC)cc1)c1nnc(-c2ccncc2)s1,1,6,-7,3,3,?,-5,-8,-2.4,1
CCN(CC)CCNC(=O)c1c(O)c2c([nH]c1=O)CCCC2,3,-1,21,4,-1,3,-1,-3,0.9,2
CSc1nn2c(C(F)(F)F)cc(C(F)(F)F)nc2c1C(N)=O,-4,-6,6,2,-13,-6,3,-1,0.3,1
O=C(Nc1ccc(S(=O)(=O)N2CCOCC2)cc1)c1ccc(F)cc1,10,3,1,-4,-1,0,-8,2,-3.9,8
CCOC(=O)C1C(C(=O)Nc2cccc(C(F)(F)F)c2)C1C(=O)NC(C)C (configuration not stated),1,-2,6,-18,14,-2,17,7,-0.7,7
Cc1cccc(-n2nc3c(c2NC(=O)c2ccc(Br)o2)CSC3)c1C,-4,-1,3,6,1,-17,-5,7,-0.6,0
Cc1noc(C)c1S(=O)(=O)Nc1cc(C(F)(F)F)ccc1N1CCOCC1,-9,2,27,-4,1,?,11,1,-1.3,6
Cc1cccc(C)c1N=C1C(=O)Nc2ccccc21,1,-2,14,-2,-7,3,-11,-5,-3.8,1
COc1ccc(OC)c(N/C(C)=C/C(=O)c2ccncc2)c1,-3,-2,40,nt,-2,?,3,3,-0.5,3
Cc1nn(Cc2c(F)c(F)c(F)c(F)c2F)c(C)c1NC(=O)c1ccnn1C,-2,-6,11,-8,6,-4,1,3,-1.8,0
COc1ccccc1S(=O)Cc1ccc(C(=O)NCCc2ccc(Cl)cc2)o1 (configuration not stated),-4,2,8,-6,-4,2,nt,nt,0.1,-1
COc1cc(N)ccc1Cc1ccc(N)cc1OC,-3,-6,15,-19,-6,-17,13,9,0.1,2
CCC(CC)c1nnc(NC(=O)C2COc3ccccc3O2)s1 (configuration not stated),-5,4,26,-1,-2,6,-6,6,-0.1,6
COc1ccc(C2CC(c3ccccc3OC(C)=O)=NN2C(=O)/C=C/c2ccccc2)cc1 (configuration not stated),0,-2,3,-1,-17,1,4,-8,-1.1,-6
COCCNC(=O)C1CCCN(Cc2ccc(C#N)cc2)CC1 (configuration not stated),-5,nt,nt,nt,nt,-3,7,-2,-0.1,nt
Fc1cccc(Cl)c1COc1ccc(-c2nnco2)cc1,0,4,13,-12,5,-1,13,8,-1.9,-6
NC(=O)N/N=C/c1ccc(-n2nncc2-c2ccc(Cl)cc2)cc1,-1,-1,7,nt,-4,5,11,-2,1.1,-21
Cc1ccc(S(=O)(=O)N2CCN(S(C)(=O)=O)C2c2ccccc2)cc1 (configuration not stated),0,0,-1,-15,-8,-34,4,-1,-1.1,5
Cc1ccc(NC(=O)c2ccccc2F)nc1,-10,-5,-9,-6,-1,-9,-33,-6,-0.3,-18
CC(OC(=O)/C=C/c1ccccc1)C(=O)Nc1cccc(C#N)c1 (configuration not stated),4,nt,nt,-4,-1,0,23,4,0.4,0
# Carrying on.
SMILES,Anthrax LF inh2,SARS 3CLpro inh,VHR inh abs,SSB-PriA inh,Rv3671c inh,BoNT-F LC inh,CCHF vOTU inh,PrPC TRFRET,BoNT A protease,MazEF act
O=C(CN1CCN(c2cccc(C(F)(F)F)c2)CC1)Nc1cccc(C(F)(F)F)c1,1,3,20,-36,5,-1,20,-6,-0.1,4
CCC1Oc2ccc(Cl)cc2N(CC(=O)O)C1=O (configuration not stated),1,-8,25,-1,-1,7,nt,nt,0.0,0
COc1ccc(-n2c(=O)c3ccccc3n(Cc3ccccc3F)c2=O)cc1OC,-6,2,-1,-3,-1,3,0,3,-0.8,-2
CCCCNCC(=O)Nc1sc(C)c(C)c1C(=O)OCC,4,7,18,-1,-4,-13,-3,-1,-0.8,-6
COc1cc(OC)nc(Oc2ccccc2C(=O)Oc2ccccc2Cl)n1,-1,0,20,-38,4,-8,8,-4,-1.0,-9
Cc1cc(C)c(S(=O)(=O)C(C)C)c(=O)[nH]1,-5,-2,30,10,-10,-4,2,-3,-0.9,3
CC[n+]1c(/C=C(\C)SC)sc2ccccc21,-15,0,-6,9,-7,-8,-8,-1,5.7,15
Cn1nnc2cc(C(=O)NCc3ccco3)ccc21,-1,-4,21,-6,0,4,6,-2,0.2,0
CN1CCc2c(sc(NC(=O)c3ccco3)c2C(N)=O)C1,0,3,11,-5,-2,-4,5,-1,-1.7,-2

# 14 entries from above, tab-delimited:
SMILES	Anthrax LF inh2	SARS 3CLpro inh	VHR inh abs	SSB-PriA inh	Rv3671c inh	BoNT-F LC inh	CCHF vOTU inh	PrPC TRFRET	BoNT A protease	MazEF act
Fc1cccc(Cl)c1COc1ccc(-c2nnco2)cc1	0	4	13	-12	5	-1	13	8	-1.9	-6
NC(=O)N/N=C/c1ccc(-n2nncc2-c2ccc(Cl)cc2)cc1	-1	-1	7	nt	-4	5	11	-2	1.1	-21
Cc1ccc(S(=O)(=O)N2CCN(S(C)(=O)=O)C2c2ccccc2)cc1 (configuration not stated)	0	0	-1	-15	-8	-34	4	-1	-1.1	5
Cc1ccc(NC(=O)c2ccccc2F)nc1	-10	-5	-9	-6	-1	-9	-33	-6	-0.3	-18
CC(OC(=O)/C=C/c1ccccc1)C(=O)Nc1cccc(C#N)c1 (configuration not stated)	4	nt	nt	-4	-1	0	23	4	0.4	0
O=C(CN1CCN(c2cccc(C(F)(F)F)c2)CC1)Nc1cccc(C(F)(F)F)c1	1	3	20	-36	5	-1	20	-6	-0.1	4
CCC1Oc2ccc(Cl)cc2N(CC(=O)O)C1=O (configuration not stated)	1	-8	25	-1	-1	7	nt	nt	0.0	0
COc1ccc(-n2c(=O)c3ccccc3n(Cc3ccccc3F)c2=O)cc1OC	-6	2	-1	-3	-1	3	0	3	-0.8	-2
CCCCNCC(=O)Nc1sc(C)c(C)c1C(=O)OCC	4	7	18	-1	-4	-13	-3	-1	-0.8	-6
COc1cc(OC)nc(Oc2ccccc2C(=O)Oc2ccccc2Cl)n1	-1	0	20	-38	4	-8	8	-4	-1.0	-9
Cc1cc(C)c(S(=O)(=O)C(C)C)c(=O)[nH]1	-5	-2	30	10	-10	-4	2	-3	-0.9	3
CC[n+]1c(/C=C(\C)SC)sc2ccccc21	-15	0	-6	9	-7	-8	-8	-1	5.7	15
Cn1nnc2cc(C(=O)NCc3ccco3)ccc21	-1	-4	21	-6	0	4	6	-2	0.2	0
CN1CCc2c(sc(NC(=O)c3ccco3)c2C(N)=O)C1	0	3	11	-5	-2	-4	5	-1	-1.7	-2

# Screening data deposited in PubChem BioAssay by several laboratories.

# An excerpt; count on the stated rates, not on these rows.
